OX1R antag-1 – OX1R (human) antagonism. OX1R-expressing cells, FRET antagonist read-out. AID 485270. 1.8% of 330,000 active. inhibition, % at 6.6 µM. O43613; in the data active = inhibition mostly above about 38%, no sharp cut-off; inactive = mostly below about 40%;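 note: 0% = agonist challenge alone and 100% = reference antagonist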
Target sequence (O43613 whole entry, looked up): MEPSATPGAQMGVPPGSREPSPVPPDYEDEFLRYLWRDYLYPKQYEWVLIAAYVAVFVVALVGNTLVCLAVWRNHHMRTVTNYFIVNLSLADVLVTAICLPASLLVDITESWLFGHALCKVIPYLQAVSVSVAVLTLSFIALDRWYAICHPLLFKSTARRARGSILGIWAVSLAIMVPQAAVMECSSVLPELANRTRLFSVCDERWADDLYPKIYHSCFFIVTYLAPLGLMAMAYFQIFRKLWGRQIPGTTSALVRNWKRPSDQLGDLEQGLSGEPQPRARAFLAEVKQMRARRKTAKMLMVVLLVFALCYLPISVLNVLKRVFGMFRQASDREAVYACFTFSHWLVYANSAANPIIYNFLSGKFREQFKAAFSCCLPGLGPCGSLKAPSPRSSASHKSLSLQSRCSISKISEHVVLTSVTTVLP
STK33 kinase inh – blocks human STK33 kinase activity; 0.073% of 320,000 active; AID 2661; purified STK33, MBP phosphorylation, ADP-Glo luminescence; inhibition, % at 10 µM; Q9BYT3;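 active = inhibition at or above 25%, using the most active replicate where run in duplicate; inactive = inhibition below 25%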
Target sequence (Q9BYT3 whole entry, looked up): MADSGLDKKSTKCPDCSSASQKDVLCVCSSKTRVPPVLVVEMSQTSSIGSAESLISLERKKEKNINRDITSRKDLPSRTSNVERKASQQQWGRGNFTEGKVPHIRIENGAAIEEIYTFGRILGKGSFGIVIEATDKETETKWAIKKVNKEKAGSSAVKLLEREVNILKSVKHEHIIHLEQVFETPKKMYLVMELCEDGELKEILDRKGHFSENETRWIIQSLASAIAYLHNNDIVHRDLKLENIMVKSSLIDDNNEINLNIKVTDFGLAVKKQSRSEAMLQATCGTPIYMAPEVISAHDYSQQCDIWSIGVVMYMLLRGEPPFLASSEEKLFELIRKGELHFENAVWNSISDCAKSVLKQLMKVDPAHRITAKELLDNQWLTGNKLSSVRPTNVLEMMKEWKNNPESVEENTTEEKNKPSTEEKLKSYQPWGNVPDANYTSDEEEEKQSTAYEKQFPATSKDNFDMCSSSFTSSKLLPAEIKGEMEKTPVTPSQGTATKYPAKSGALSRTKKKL
OX1R antag-2 – antagonists of human orexin 1 receptor; O43613; CHO/OX1R cells, Fluo-8 calcium fluorescence, orexin A; inhibition, % at 5 µM; 0.43% of 330,000 active; AID 434989;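 active = inhibition above its plate's threshold, mean inhibition of all tested compounds on the plate plus 3 SD, cut at about 37% in these data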;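 note: 0% = orexin A challenge wells and 100% = SB-334867-A antagonist wells; not every result past the cut was called active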
An asterisk follows results filed as active. Outcome played no part in choosing rows; 2.2% or so of the library scored in one or more.

CCCn1c(SCC(=O)Nc2cc(C)on2)n[nH]c1=O was read as OX1R antag-1 6, STK33 kinase inh 0.5 and OX1R antag-2 6.
Screening COc1ccc(NC(=O)COc2ccc(C(=O)OCC(=O)N(C(C)C)C(C)C)cc2OC)cc1 returned OX1R antag-1 24, STK33 kinase inh -1.6 and OX1R antag-2 -2.
CCOc1cc(N2C(=O)CC3CS(=O)(=O)CC32)c(OCC)cc1NC(=O)c1ccccc1 (stereo not given) was read as OX1R antag-1 7, STK33 kinase inh -0.8 and OX1R antag-2 -14.
COc1ccccc1NC(=O)Nc1nc(CC(=O)NCc2cccnc2)cs1 was read as OX1R antag-1 1, STK33 kinase inh 0.3 and OX1R antag-2 -31.
Screening CC(=O)N1CCN(C(c2ccccc2)c2ccccc2)CC1 returned OX1R antag-1 15, STK33 kinase inh -2.1 and OX1R antag-2 -26.
For CC(=O)c1ccc(NC(=O)COc2ccc3c(c2)OCO3)cc1 the results were OX1R antag-1 16, STK33 kinase inh 0.3 and OX1R antag-2 -14.
CCOC(=O)c1ccc(S(=O)(=O)NNC(=O)COc2cccc(C)c2)cc1 was read as OX1R antag-1 16, STK33 kinase inh -0.2 and OX1R antag-2 -4.
`O=C1C[C@H]2CCCCC(=O)N3CC[C@@H](C1)[C@@H]23` gave OX1R antag-1 10 and OX1R antag-2 -15.
For CCCOC(=O)c1c(-c2ccc(OC)cc2)oc2ccc(-c3ccc(OC)nc3)cc12 the results were OX1R antag-1 11, STK33 kinase inh -0.8 and OX1R antag-2 -25.
O=C1CC(C(=O)Nc2cccc(F)c2)n2c(nc3ccccc32)N1 (stereo not given) was read as OX1R antag-1 26, STK33 kinase inh -1.1 and OX1R antag-2 -10.
For COc1ccc(/C=N/Nc2ncnc3c2[nH]c2ccccc23)c(OC)c1OC the results were OX1R antag-1 12, STK33 kinase inh -0.2 and OX1R antag-2 -19.
COc1ccccc1/C=C(/CC(=O)NCc1ccc2c(c1)OCO2)c1nc2ccccc2s1 was read as OX1R antag-1 33, STK33 kinase inh -0.5 and OX1R antag-2 -36.
For CCC(CC)C(=O)N1N=C(c2ccc(NS(C)(=O)=O)cc2)CC1c1ccccc1 (stereo not given) the results were OX1R antag-1 11, STK33 kinase inh -3.4 and OX1R antag-2 -15.
`O=C(CSc1ccccc1C(=O)O)NCc1ccco1` gave OX1R antag-1 26, STK33 kinase inh 0.8 and OX1R antag-2 -11.
`Cc1cc(C)n2nc(C(=O)Oc3ccc4c(c3)OCO4)nc2n1` gave OX1R antag-1 22, STK33 kinase inh -1.7 and OX1R antag-2 -16.
For COC(=O)c1ccccc1NC(=S)N1CCC(N2CCCCC2)CC1 the results were OX1R antag-1 9, STK33 kinase inh -1.7 and OX1R antag-2 -5.
For CN(Cc1ccccc1)C(=O)c1ccccc1Br the results were OX1R antag-1 18, STK33 kinase inh 0.6 and OX1R antag-2 -20.
CC1=C(C(=O)Nc2cccc(C(=O)N3CCN(c4cccc(C(F)(F)F)c4)CC3)c2)SCCO1 was read as OX1R antag-1 9, STK33 kinase inh -0.5 and OX1R antag-2 62*.
O=C(O)c1ccc(NC(=O)c2ccc(Cl)cc2)c(NC(=O)c2ccc(Cl)cc2)c1 was read as OX1R antag-1 -1, STK33 kinase inh -1.2 and OX1R antag-2 -17.
Cc1c(C=O)c2ccccc2n1CCOc1ccccc1 was read as OX1R antag-1 -3, STK33 kinase inh -0.2 and OX1R antag-2 -9.
Screening CCCNC(=O)c1onc(CSc2cccc(OC)c2)c1C(=O)NCCC returned OX1R antag-1 11, STK33 kinase inh 0.0 and OX1R antag-2 -10.
Screening CC(C)CCNC(=O)CN(Cc1ccc2c(c1)OCO2)C(=O)Cn1nnc(-c2cccs2)n1 returned OX1R antag-1 23, STK33 kinase inh -0.8 and OX1R antag-2 -11.
`Cc1cccc(C)c1NC(=O)C(C)c1ccc(-c2ccccc2)c(F)c1` (stereo not given) gave OX1R antag-1 23, STK33 kinase inh -1.0 and OX1R antag-2 9.
Screening COc1ccc(CCNC(=O)c2oc3ccccc3c2C)cc1 returned OX1R antag-1 16, STK33 kinase inh -2.2 and OX1R antag-2 -29.
Screening Cc1ccc(N2CCN(CC(O)COc3cccc(C)c3)CC2)cc1 (stereo not given) returned OX1R antag-1 12, STK33 kinase inh -0.1 and OX1R antag-2 -15.
`CCc1ccc(CNC(=O)c2ccc(OC)c(OC3CCN(C(C)C)CC3)c2)nc1` gave OX1R antag-1 31, STK33 kinase inh -1.8 and OX1R antag-2 -30.
For CCOc1ccc(N2Nc3n[nH]c(N)c3N2)cc1 the results were OX1R antag-1 3, STK33 kinase inh -2.3 and OX1R antag-2 -5.
`O=S(=O)(NC(=S)NC1CCCCC1)c1ccc(Br)cc1` gave OX1R antag-1 23, STK33 kinase inh -1.0 and OX1R antag-2 4.
COc1cc(/C=N/Nc2ccc(C)cc2)cc(Br)c1O was read as OX1R antag-1 22, STK33 kinase inh -1.0 and OX1R antag-2 -16.
For Cc1ccccc1C(=O)Nc1nc(-c2cccnc2)cs1 the results were OX1R antag-1 18, STK33 kinase inh 1.5 and OX1R antag-2 1.

Four neighbouring entries out of the list so far, for reference:
Cc1c(C=O)c2ccccc2n1CCOc1ccccc1 was read as OX1R antag-1 -3, STK33 kinase inh -0.2 and OX1R antag-2 -9.
Screening CCCNC(=O)c1onc(CSc2cccc(OC)c2)c1C(=O)NCCC returned OX1R antag-1 11, STK33 kinase inh 0.0 and OX1R antag-2 -10.
Screening CC(C)CCNC(=O)CN(Cc1ccc2c(c1)OCO2)C(=O)Cn1nnc(-c2cccs2)n1 returned OX1R antag-1 23, STK33 kinase inh -0.8 and OX1R antag-2 -11.
`Cc1cccc(C)c1NC(=O)C(C)c1ccc(-c2ccccc2)c(F)c1` (stereo not given) gave OX1R antag-1 23, STK33 kinase inh -1.0 and OX1R antag-2 9.

More entries.
`COc1ccc2cc(Br)ccc2c1CC(=O)NC(C)(C)C` gave OX1R antag-1 61, STK33 kinase inh 2.9 and OX1R antag-2 -3.
For COCCCNC(=S)NNC(=S)Nc1ccc(F)cc1F the results were OX1R antag-1 4, STK33 kinase inh -0.9 and OX1R antag-2 -28.
CN1CCN(c2ccc(NC(=O)c3cccc(OCc4ccccc4)c3)cc2)CC1 was read as OX1R antag-1 16, STK33 kinase inh -1.6 and OX1R antag-2 -23.
`Cc1ccc(C(C)(O)CS(=O)(=O)Cc2ccccc2)cc1` (stereo not given) gave OX1R antag-1 -10, STK33 kinase inh 1.4 and OX1R antag-2 -26.
`CCOC(=O)C1=C(C)NC(=NC)SC1c1ccccc1` (stereo not given) gave OX1R antag-1 9, STK33 kinase inh -0.4 and OX1R antag-2 20.
For Cn1cnnc1SCC(=O)Nc1ccc(F)cc1F the results were OX1R antag-1 15, STK33 kinase inh -0.5 and OX1R antag-2 -5.
`COc1ccc(C2Nc3ccccc3C(=O)N2NC(C)=O)cc1OC` (stereo not given) gave OX1R antag-1 1, STK33 kinase inh -0.6 and OX1R antag-2 -13.
For Cc1nn2c(-n3ccnc3C)c3c(nc2c1-c1ccccc1)CCC3 the results were OX1R antag-1 24, STK33 kinase inh -0.5 and OX1R antag-2 -6.
`Cc1ccc(NC(=O)COC(=O)c2c(-c3ccccc3)noc2C)c(C)c1` gave OX1R antag-1 4, STK33 kinase inh -0.1 and OX1R antag-2 -17.
Screening Cc1ncoc1C(=O)N1CCCC(C(=O)c2cccc3ccccc23)C1 (stereo not given) returned OX1R antag-1 11, STK33 kinase inh -0.5 and OX1R antag-2 -19.
Screening Cc1ccc(-c2noc(C3CCCN(C(=O)c4ccc(Cl)cc4)C3)n2)o1 (stereo not given) returned OX1R antag-1 22, STK33 kinase inh -1.5 and OX1R antag-2 -20.
`O=C(NC(=S)Nc1nc2ccccc2s1)c1ccco1` gave OX1R antag-1 19, STK33 kinase inh -1.1 and OX1R antag-2 2.
Screening COc1ccc(S(=O)(=O)NCCSc2ccccc2)cc1OC returned OX1R antag-1 18, STK33 kinase inh -0.9 and OX1R antag-2 -31.
Screening c1cnc2ccc(C(c3nnnn3C3CCCCC3)N3CCN(C4CCCCC4)CC3)cc2c1 (stereo not given) returned OX1R antag-1 12, STK33 kinase inh -1.0 and OX1R antag-2 -23.
For Cc1ccc(-c2ccc(S(=O)(=O)NCC3CCCO3)cc2)cc1 (stereo not given) the results were OX1R antag-1 8, STK33 kinase inh -0.5 and OX1R antag-2 -3.

Of the compounds above, these contain an NH in an aromatic ring:
CCCn1c(SCC(=O)Nc2cc(C)on2)n[nH]c1=O was read as OX1R antag-1 6, STK33 kinase inh 0.5 and OX1R antag-2 6.
For COc1ccc(/C=N/Nc2ncnc3c2[nH]c2ccccc23)c(OC)c1OC the results were OX1R antag-1 12, STK33 kinase inh -0.2 and OX1R antag-2 -19.
For CCOc1ccc(N2Nc3n[nH]c(N)c3N2)cc1 the results were OX1R antag-1 3, STK33 kinase inh -2.3 and OX1R antag-2 -5.

Other structures
`CCOC(=O)N1CCC(NC(=O)c2cc(C(=O)NC3CCN(Cc4ccccc4)CC3)ccc2CO)CC1` gave OX1R antag-1 19, STK33 kinase inh -0.1 and OX1R antag-2 11.
For Cc1ccc(N2CCC(N3CCN(C4CCCCC4)C(CCO)C3)CC2)cc1 (stereo not given) the results were OX1R antag-1 5, STK33 kinase inh -0.8 and OX1R antag-2 4.
`COCCNC(=O)CCC(=O)NNc1nc2ccccc2c2nc(-c3ccccc3)nn12` gave OX1R antag-1 72*, STK33 kinase inh 0.0 and OX1R antag-2 6.
Screening COCCCN(C(=S)Nc1ccc(OC)cc1)C(C)c1ccncc1 (stereo not given) returned OX1R antag-1 5, STK33 kinase inh -0.1 and OX1R antag-2 3.
For CC(=O)Nc1ccc(NC(=O)COC(=O)c2ccc([N+](=O)[O-])o2)cc1 the results were OX1R antag-1 37*, STK33 kinase inh 0.3 and OX1R antag-2 -10.
COc1ccc([N+](=O)[O-])cc1NC(=O)CCN1CCN(CCO)CC1 was read as OX1R antag-1 13, STK33 kinase inh -1.5 and OX1R antag-2 1.
O=C(Nc1nnc(-c2ccc(F)cc2)s1)c1ccco1 was read as OX1R antag-1 13, STK33 kinase inh -1.5 and OX1R antag-2 -20.
Screening CCn1ccnc1CN(C)Cc1cn(-c2cc(C)ccc2C)nc1-c1ccccc1 returned OX1R antag-1 18, STK33 kinase inh 0.7 and OX1R antag-2 -24.
For Cc1nn(-c2ccccc2)c(C)c1/C=N/Nc1nc2ccccc2[nH]1 the results were OX1R antag-1 19, STK33 kinase inh 1.9 and OX1R antag-2 -31.
For NC(=O)c1ccccc1OCC(=O)NS(=O)(=O)c1ccccc1 the results were OX1R antag-1 5, STK33 kinase inh -1.0 and OX1R antag-2 -9.
For CN(CP(=O)(O)CCc1ccccc1)S(C)(=O)=O the results were OX1R antag-1 0, STK33 kinase inh -0.6 and OX1R antag-2 -3.
O=C(Nc1ccccc1)ON=C1CCCC1 was read as OX1R antag-1 15, STK33 kinase inh -0.7 and OX1R antag-2 -15.
Cc1ccc(F)cc1NC(=O)C12CC3CC(C1)CC(n1cnc([N+](=O)[O-])n1)(C3)C2 was read as OX1R antag-1 47, STK33 kinase inh -0.8 and OX1R antag-2 -22.
`CCC1(c2ccc(F)cc2)NC(=O)N(CC(=O)N2CCN(S(=O)(=O)c3ccc(Cl)cc3)CC2)C1=O` (stereo not given) gave OX1R antag-1 10, STK33 kinase inh 0.3 and OX1R antag-2 -21.
For Cc1ccc(C(=O)NCC2CCCO2)cc1S(=O)(=O)N1CCCCC1 (stereo not given) the results were OX1R antag-1 -2, STK33 kinase inh -0.9 and OX1R antag-2 -9.
Screening COc1ccccc1NC(=O)CC(c1ccc(OC(C)C)cc1)c1ccccc1OC (stereo not given) returned OX1R antag-1 25, STK33 kinase inh -0.2 and OX1R antag-2 -12.
For O=S(=O)(c1ccccc1)N1CCN(C(=S)Nc2ccc(F)cc2)CC1 the results were OX1R antag-1 13, STK33 kinase inh 0.0 and OX1R antag-2 -24.
CCN(CC)S(=O)(=O)c1cc(NC(=O)CSc2nc3c(cc2C#N)C(=O)CC(C)(C)C3)ccc1C was read as OX1R antag-1 3, STK33 kinase inh -1.8 and OX1R antag-2 -21.
For CS(=O)(=O)c1ccc(CNC(=O)C2(C(F)(F)F)CC(CCCO)CCCO2)cc1 (stereo not given) the results were OX1R antag-1 30, STK33 kinase inh 1.4 and OX1R antag-2 -16.
O=C(CSc1nnc(-c2ccccc2)c(-c2ccccc2)n1)NCc1ccco1 was read as OX1R antag-1 16, STK33 kinase inh 1.0 and OX1R antag-2 -18.
`Brc1cccc(-c2nnc3sc(CN4CCCCC4)cn23)c1` gave OX1R antag-1 3, STK33 kinase inh 0.0 and OX1R antag-2 6.
`Cn1cc(S(=O)(=O)N2CCCC2)cc1C(=O)N1CCN(c2cccc(Cl)c2)CC1` gave OX1R antag-1 7, STK33 kinase inh -0.3 and OX1R antag-2 -27.
For CCCCC(C(=O)NCCC(C)C)N(CCCN1CCOCC1)C(=O)c1snc(C(N)=O)c1N (stereo not given) the results were OX1R antag-1 11, STK33 kinase inh -1.6 and OX1R antag-2 -20.
For COc1ccc(C(=O)N2CCCC2(C#N)c2ccccc2)cc1[N+](=O)[O-] (stereo not given) the results were OX1R antag-1 -7, STK33 kinase inh -1.1 and OX1R antag-2 -7.
For Cn1cnnc1SCC(=O)Nc1nc(-c2ccccc2)cs1 the results were OX1R antag-1 45, STK33 kinase inh -0.6 and OX1R antag-2 42*.
For COc1ccc(-c2ccc(C(=O)O)c(=O)[nH]2)cc1 the results were OX1R antag-1 15, STK33 kinase inh -2.5 and OX1R antag-2 -6.
`Cc1cccn2cc(CCNS(=O)(=O)c3ccc([N+](=O)[O-])cc3)nc12` gave OX1R antag-1 26, STK33 kinase inh -0.3 and OX1R antag-2 -15.
Screening CC1CCCCN1C(=O)CNCc1ccc(F)cc1 (stereo not given) returned OX1R antag-1 -6, STK33 kinase inh -0.6 and OX1R antag-2 -9.

From PubChem BioAssay
